PGK inhibitor: inhibitors of T. brucei phosphoglycerate kinase; P07378; PGK/GAPDH coupled, Kinase-Glo luminescence, 60 min; AID 602233; Potency, µM (titrated, usually from 57.5 µM), inactives show at the highest dose activity change, negative = inhibition, usual class: inhibitors; 0.043% of 380,000 active; further: potency means the concentration at half of the fitted maximal effect; on the % scale 0 is the no-effect control and ±100 the full control effect; nearly all actives have a fitted effect of over 60% in size
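Luminescent ATP detection (Kinase-Glo Plus) follows a 60-minute room-temperature incubation, with wells lacking PGK as controls. Buffer: 100 mM TEA (pH 7.6), 5 mM MgCl2, 0.01% Tween-20. Coupling enzyme GAPDH (100 nM final) supplies unstable 1,3-BPG in-well.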
POLH inh: DNA polymerase eta (human) inhibition; Q9Y253; recombinant Pol eta, fluorescent DNA replication assay; Potency, µM (titrated, usually from 114 µM), inactives show at the top dose activity change, negative = inhibition, hits mostly inhibitors; 1.2% of 390,000 active; AID 588591; further: potency means the concentration at half of the fitted maximal effect; on the % scale 0 is the no-effect control and ±100 the full control effect
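Fluorescent replication assay: 50 nM final substrate added after a 15 min room-temperature compound preincubation with 10 nM enzyme. Signal taken at 0 min and again at 10 min.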
APEX1 inh: APE1 (human) endonuclease inhibition; P27695; recombinant APE1, TAMRA/BHQ-2 abasic DNA cleavage fluorescence; Potency, µM (highest dose often 65.8 µM), without a hit: at the top dose activity change, negative = inhibition, actives largely listed as inhibitors; 0.35% of 350,000 active; AID 2517;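 further: potency means the concentration at half of the fitted maximal effect; plate controls were vehicle for no effect and reference inhibitor for full effect; nearly all actives have a fitted effect of over 55% in size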
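Quantitative HTS: incision of a TAMRA/BHQ-2 double-stranded substrate bearing a tetrahydrofuran abasic site by 0.75 nM APE1 raises fluorescence. Substrate 50 nM final, added after 15 min compound preincubation at room temperature; progress as third-minus-first kinetic read difference.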
POLI inh: inhibitors of human DNA polymerase iota; Q9UNA4; Pol iota fluorescent replication assay, 10 min; Potency, µM (doses to about 115 µM), for the others: top-dose activity, negative = inhibition, hits mostly inhibitors; 1% of 390,000 active; further: potency means the concentration at half of the fitted maximal effect
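Pol iota at 10 nM preincubated 15 min with compounds at room temperature; reaction started with fluorescent substrate, 50 nM final. Fluorescence read kinetically at 0 and 10 min; buffer-only wells as negative control.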
Pol beta inh: inhibitors of human DNA polymerase beta; 1.3% of 340,000 active; Potency, µM (series often up to 114 µM), for the others: at the highest dose activity change, negative = inhibition, hits mostly inhibitors; Pol beta primer extension/strand displacement, fluorescence kinetic; P06746; further: potency means the concentration at half of the fitted maximal effect; on the % scale 0 is the no-effect control and ±100 the full control effect
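Homogeneous kinetic assay of primer extension and strand displacement by 10 nM Pol beta, preincubated 15 min at room temperature with compound before 50 nM substrate (final) was added. Read at 0 and 10 min; four-parameter Hill fit.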
POLK inh: DNA polymerase kappa (human) inhibition; Potency, µM (series often up to 107 µM), for inactives: at the highest dose activity, negative = inhibition, actives largely listed as inhibitors; AID 588579; 0.53% of 400,000 active; purified Pol kappa, fluorescent DNA synthesis assay, 10 min; further: potency means the concentration at half of the fitted maximal effect; on the % scale 0 is the no-effect control and ±100 the full control effect
Target sequence (Q9UBT6 whole entry, looked up): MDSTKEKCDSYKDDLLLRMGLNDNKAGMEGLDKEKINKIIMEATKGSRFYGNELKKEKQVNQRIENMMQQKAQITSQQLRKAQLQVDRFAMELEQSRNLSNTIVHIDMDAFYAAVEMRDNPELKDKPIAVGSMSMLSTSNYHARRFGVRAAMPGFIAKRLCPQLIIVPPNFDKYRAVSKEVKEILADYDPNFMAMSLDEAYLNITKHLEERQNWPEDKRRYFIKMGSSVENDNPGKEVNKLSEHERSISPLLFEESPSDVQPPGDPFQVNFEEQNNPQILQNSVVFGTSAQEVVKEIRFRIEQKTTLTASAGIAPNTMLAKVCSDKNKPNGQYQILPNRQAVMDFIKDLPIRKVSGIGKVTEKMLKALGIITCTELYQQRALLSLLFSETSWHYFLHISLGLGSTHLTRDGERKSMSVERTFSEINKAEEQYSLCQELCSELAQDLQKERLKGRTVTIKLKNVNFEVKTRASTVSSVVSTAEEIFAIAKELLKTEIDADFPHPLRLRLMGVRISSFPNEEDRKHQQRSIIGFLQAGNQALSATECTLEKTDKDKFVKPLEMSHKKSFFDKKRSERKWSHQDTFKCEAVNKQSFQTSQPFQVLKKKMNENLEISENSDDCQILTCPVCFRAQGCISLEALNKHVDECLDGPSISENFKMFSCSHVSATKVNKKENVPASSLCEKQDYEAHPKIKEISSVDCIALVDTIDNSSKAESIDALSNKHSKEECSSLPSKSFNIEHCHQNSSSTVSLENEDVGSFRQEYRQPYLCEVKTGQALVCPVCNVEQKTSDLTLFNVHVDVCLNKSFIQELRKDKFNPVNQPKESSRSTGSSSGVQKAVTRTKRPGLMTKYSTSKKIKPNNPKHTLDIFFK
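Kinetic fluorescence screen: compound preincubated 15 min RT with 10 nM enzyme; 50 nM substrate (final) initiates; reads at 0/10 min.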
Apoferritin bind: binds horse apoferritin like a general anesthetic; P02791; apoferritin/1-aminoanthracene competitive binding, fluorescence; Potency, µM (series often up to 77.5 µM), for inactives: at the top dose activity change, negative = displacement, actives largely listed as inhibitors; 0.074% of 350,000 active; further: potency means the concentration at half of the fitted maximal effect; on the % scale 0 is the no-effect control and ±100 the full control effect; nearly all actives have a fitted effect of over 20% in size
Target sequence (P02791 2-175 limits assumed): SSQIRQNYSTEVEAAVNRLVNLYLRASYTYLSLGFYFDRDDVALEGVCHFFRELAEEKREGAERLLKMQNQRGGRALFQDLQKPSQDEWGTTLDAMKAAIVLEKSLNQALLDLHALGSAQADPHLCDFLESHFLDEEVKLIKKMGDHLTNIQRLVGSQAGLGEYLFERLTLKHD
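Concentration-response curves derived by four-parameter Hill fitting of normalized fluorescence, where compounds displaced 1-AMA from 10 uM horse apoferritin following a brief 10 min room-temperature incubation; propofol titration acted as positive control.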
BLM inh: blocks DNA unwinding by human BLM helicase; 0.2% of 350,000 active; recombinant BLM DNA unwinding, fluorescence dequenching; Potency, µM (highest dose often 56.1 µM), without a hit: top-dose activity change, negative = inhibition, usual class: inhibitors;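 further: potency means the concentration at half of the fitted maximal effect; plate controls were vehicle for no effect and no enzyme for full effect; nearly all actives have a fitted effect of over 35% in size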
RXFP1 antagonist: RXFP1 (human) relaxin receptor antagonism; Q9HBX9; HEK293-RXFP1, relaxin-stimulated cAMP HTRF, 30 min; hits give low values; 0.59% of 350,000 active; AID 1259400; activity change, negative = inhibition, % at 57.5 µM;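 active means activity change of -60% or lower, but not beyond a set lower limit; inconclusive means change between -60% and -40%, or beyond the set limit; inactive means change above -40%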; further: on the % scale 0 is the no-effect control and ±100 the full control effect
An asterisk follows results filed as active; i = inactive; u = inconclusive; x = no result given; & = joins results of further samples; [ ] = remark or other dose. Unless noted, the call rests on the fitted dose curve; in most records, active means well fitted curve in the direction sought with a large enough effect; inconclusive means small, poorly fitted or top-dose-only effect, or another doubt; inactive means no such curve, though single readings can be large; an effect the other way counts as inactive or inconclusive. This is a subset, so the mix of outcomes need not match the whole.

1	O=C1CC(=O)N(c2ccc(Cl)cc2)C(=O)N1
2	CC(C)=CCN1CC[C@@]2(C)c3cc(O)ccc3C[C@@H]1C2C (some centres undefined)
3	CC(=O)C1CCC2C3CCC4CC(O)CCC4(C)C3C(=O)CC12C (centres undefined)
4	C=CCN1CC[C@]23c4c5ccc(O)c4O[C@H]2C(=O)CC[C@@]3(O)[C@H]1C5
5	CCC(=Nc1ccc2c(c1)CCC2)c1c(O)n(C)c(=O)n(C)c1=O
6	Cc1sc(NC(=O)Cn2c(=O)oc3ccccc32)nc1-c1ccc(Cl)cc1

Compound	1	2	3	4	5	6
PGK inhibitor	-7%	-3%	i	-1%&-6%	0%	0%
POLH inh	-20%	-6%	-10%	-1%&-25%	-1%	u
APEX1 inh	12%	-5%	x	-7%&-2%&9%&0%&-1%	0%	15%
POLI inh	80%[activator]	22%	96%[activator]	-12%&2%	2%	-4%
Pol beta inh	1%	x	x	7%	7%	14%
POLK inh	-14%	-20%	-8%	-23%	-10%	-9%
Apoferritin bind	-8%	x	x	4%&-6%	-10%	-1%
BLM inh	-2%	x	x	-1%&-6%	-3%	-6%
RXFP1 antagonist	-14	15	-8	-16	-1	1

7	CC12C=CC(=O)C=C1CCC1C2C(O)CC2(C)C1CCC2(C)O (centres undefined)
8	O=P(Nc1ccccc1)(Nc1ccccc1)Oc1ccc(Cl)cc1
9	O=[N+]([O-])/C=C/c1c(Cl)cccc1Cl
10	COC(=O)C1=C(c2ccc(C(C)=O)cc2)C[C@@H]2CC[C@H]1N2C(=O)NCCCOC(C)C
11	CCCC(C)CC1(CCO)C(=O)NC(=S)NC1=O (centres undefined)
12	CC1[C@H]2Cc3ccc(O)cc3[C@]1(C)CCN2CCc1ccccc1 (some centres undefined)

Compound	7	8	9	10	11	12
PGK inhibitor	-1%	-7%	-1%	0%	1%	i
POLH inh	-18%	-21%	-1%	-8%	-6%	-10%
APEX1 inh	x	-7%	x	-5%	x	15%
POLI inh	35%[activator]	18%	2%	-2%	39%[activator]	16%
Pol beta inh	x	6%	x	x	x	x
POLK inh	-12%	-9%	-13%	-2%	-16%	0%
Apoferritin bind	x	-12%	x	x	x	x
BLM inh	x	-7%	x	x	x	x
RXFP1 antagonist	-18	u	-67*	x	17	x

13	COc1ccc(N2C(=O)NC(=O)/C(=C\c3cn(CC(=O)N4CCOCC4)c4ccccc34)C2=O)c(OC)c1
14	CCc1nc(SC)ncc1C(=O)Nc1ccc(Cl)cc1C(=O)c1ccccc1
15	O=C(c1ccc(CS(=O)(=O)c2ccc(Br)cc2)o1)N1CCC2(CC1)OCCO2
16	CC1CCC(C(C)C)C(OC(=O)COC(=O)c2ccccc2N)C1 (centres undefined)
17	Cc1ccc(S(=O)(=O)N2CCCC2c2cccnc2)cc1 (centres undefined)
18	COC1=C[C@H]2C3=C([C@H]2C1=O)[C@H](NC(C)=O)CCc1cc(OC)c(OC)c(OC)c13

Compound	13	14	15	16	17	18
PGK inhibitor	-5%	-4%	4%	6%	-2%	x
POLH inh	0%	-13%	-5%	-16%	-18%	x
APEX1 inh	36%	x	-5%	-14%	5%	0%[21 µM]
POLI inh	13µM*	-19%	3%	25%	-13%[58.9 µM]	x
Pol beta inh	-18%	-22%	18%	0%	-2%	x
POLK inh	4%	-7%	-17%	-22%	1%	-2%[12 µM]
Apoferritin bind	u	-1%	-15%	95%[activator]	-6%	-11%[29.3 µM]
BLM inh	2%	-4%	2%	-10%	1%	0%[21.4 µM]
RXFP1 antagonist	x	-7	6	-6	-3	x

19	Oc1c(Cl)c(Cl)c(Cl)c(Cl)c1Cl
20	O=C1NC(=O)C2(CCN(c3ccccc3)CC2)C(=O)N1
21	COc1cc2c(cc1OC)C1C(=O)c3ccc4c(c3OC1CO2)CC(C(C)C)O4 (centres undefined)
22	COc1cc(C)cc(CN2CC=C(c3ccccc3)CC2)c1O
23	CC1CCOC(=O)C=CC=CC(=O)OC2CC3OC4C5OC5(C)C(O)CC4(COC(=O)C1O)C2(C)C31CO1 (centres undefined)
24	CC12CCC3C(CCC4(O)CC(O)CCC34C=O)C1(O)CCC2C1=CC(=O)OC1 (centres undefined)

Compound	19	20	21	22	23	24
PGK inhibitor	-9%	0%	7%	-5%	1%	0%
POLH inh	-5%	-26%	-12%	-25%	-22%	-18%
APEX1 inh	0%&3%	x	x	-7%	x	x
POLI inh	5%	12%	u	15%	24%	-4%
Pol beta inh	x	x	x	-6%	x	x
POLK inh	u	-13%	-16%	-22%	-3%	-2%
Apoferritin bind	u	x	x	u	x	x
BLM inh	-22%	x	x	-5%	x	x
RXFP1 antagonist	x	2	-17	5	-9	-13

25	CC(=O)[O][Hg][c]1ccccc1
26	CCc1nnc(NS(=O)(=O)c2ccc(N=Cc3c(O)n(-c4ccccc4)c(=O)[nH]c3=O)cc2)s1
27	O=C(CCCCCn1c(=S)[nH]c2ccccc2c1=O)N1CCC2(CC1)OCCO2
28	CC(=O)O[C@H]1CC[C@@]2(C)C(=CC(=O)C3C2CC[C@@]2(C)C3C[C@H](OC(C)=O)[C@@H]2OC(C)=O)C1 (some centres undefined)
29	COc1ccc(C(O)c2ccccc2OP(=O)(N(C)C)N(C)C)cc1 (centres undefined)
30	O=C1CN=C(c2ccccc2)c2cc(Br)ccc2N1

Compound	25	26	27	28	29	30
PGK inhibitor	x	2%	-3%	0%	-10%	i
POLH inh	x	-19%	-11%	-14%	-22%	-7%
APEX1 inh	26%&-7%	5%	-1%	34%	3%	4%
POLI inh	x	33%[activator]	-2%	35%[activator]	9%	-86%
Pol beta inh	x	45%[activator]	35%	x	28%	30%
POLK inh	-7%[19.4 µM]	-1%	-1%	-5%	-13%	4%
Apoferritin bind	-10%	-11%	-14%	x	-4%	-13%
BLM inh	5%	1%	-2%	x	2%	1%
RXFP1 antagonist	-15	0	-83*	13	0	2

Reformatted as a markdown table: part of the list above
| nr | SMILES | PGK inhibitor | POLH inh | APEX1 inh | POLI inh | Pol beta inh | POLK inh | Apoferritin bind | BLM inh | RXFP1 antagonist |
| --- | --- | --- | --- | --- | --- | --- | --- | --- | --- | --- |
| 29 | COc1ccc(C(O)c2ccccc2OP(=O)(N(C)C)N(C)C)cc1 (centres undefined) | -10% | -22% | 3% | 9% | 28% | -13% | -4% | 2% | 0 |
| 30 | O=C1CN=C(c2ccccc2)c2cc(Br)ccc2N1 | i | -7% | 4% | -86% | 30% | 4% | -13% | 1% | 2 |

Going on with the list.
31	COc1ccc2[nH]cc(C3=CCNCC3)c2c1
32	NNc1ccccc1
33	Brc1ccc(CN2CCNCC2)s1
34	CN(C)CC#CCn1c2ccccc2c2ccccc21
35	C[N+](C)(C)CC1CCCC(C[N+](C)(C)C)C1=O (centres undefined)
36	Cc1cc(OC(=O)N(C)C)n(-c2ccccc2)n1

Compound	31	32	33	34	35	36
PGK inhibitor	x	x	i	2%	-11%	0%
POLH inh	x	x	-16%	-4%	-3%	-5%
APEX1 inh	3%&-3%	-4%&1%	2%	2%	x	-2%
POLI inh	x	x	14%	8%	9%	23%
Pol beta inh	x	x	-5%	2%	x	10%
POLK inh	-1%&-11%[19.4 µM]	18%&-1%[60.1 µM]	-3%	-14%	3%	0%
Apoferritin bind	-3%	-9%&3%	9%	-8%	x	-4%
BLM inh	5%	-2%&5%	0%	-5%	x	-6%
RXFP1 antagonist	x	4	-4	-1	0	-17

37	Cc1ccccc1NC1=NCC(C)S1 (centres undefined)
38	Brc1ccc(-[n+]2c(-c3ccccc3)cc(-c3ccccc3)cc2-c2ccccc2)cc1
39	CCN1CCN(Cc2cc(Br)cc(Br)c2O)CC1
40	O=C1NC(=O)N(c2ccc3c(c2)OCO3)C(=O)/C1=C/c1cccs1
41	COC(=O)C1=C(c2ccc(OC)c(OC)c2)C[C@@H]2CC[C@H]1N2C(=O)NCCc1ccccc1
42	CC1CCCC(NC(=O)COC(=O)Cc2ccccc2)C1C (centres undefined)

Compound	37	38	39	40	41	42
PGK inhibitor	4%	-9%	16%	0%	-2%	-7%
POLH inh	-6%	-14%	-3%	-9%	-17%	2%
APEX1 inh	2%	-8%	-12%	-2%	7%	1%
POLI inh	30%	-24%	u	u	37%[activator]	10%
Pol beta inh	-15%	x	0%	1%	x	7%
POLK inh	-8%	1%	-25%	-18%	1%	-6%
Apoferritin bind	-14%	x	-9%	-6%	x	u
BLM inh	-2%	x	-7%	-11%	x	-3%
RXFP1 antagonist	-6	x	0	u	x	-7

43	COc1cc(CC2C(=O)N(C)C(=O)N(C)C2=O)ccc1OCc1ccccc1
44	NP(=O)(Nc1ccccc1)Nc1ccccc1
45	CN(C)CCn1cnc2ccccc21
46	COc1ccc(C(O)P(=O)(OC(C)C)OC(C)C)cc1 (centres undefined)
47	COc1ccc(CC2(CCc3ccncc3)C(=O)NC(=O)NC2=O)cc1
48	COC(=O)Cn1cc(C=C2C(=O)N(C)C(=O)N(C)C2=O)c2ccccc21
49	O=C1CSC2(CN3CCC2CC3)N1 (centres undefined)
50	CN(C)c1nc(N(C)C)nc(N(C#N)CCCl)n1

Compound	43	44	45	46	47	48	49	50
PGK inhibitor	x	-1%	-2%	6%	2%	1%	-2%	-7%
POLH inh	7%	0%	-14%	-1%	-5%	-8%	-10%	-2%
APEX1 inh	3%	x	0%	2%	2%	-6%	11%	4%
POLI inh	-18%	11%	13%	-7%	78%[activator]	-16%	3%	69%[activator]
Pol beta inh	25%	x	-5%	15%	-11%	3%	21%	-1%
POLK inh	-3%	-15%	-16%	2%	-3%	-12%	-1%	-3%
Apoferritin bind	-23%	x	8%	3%	-6%	-2%	-5%	-3%
BLM inh	-2%	x	-7%	-2%	-1%	3%	-2%	10%
RXFP1 antagonist	-1	6	5	-3	0	3	1	-1

Exported in markdown: entries from further up.
| No. | smiles | PGK inhibitor | POLH inh | APEX1 inh | POLI inh | Pol beta inh | POLK inh | Apoferritin bind | BLM inh | RXFP1 antagonist |
| --- | --- | --- | --- | --- | --- | --- | --- | --- | --- | --- |
| 44 | NP(=O)(Nc1ccccc1)Nc1ccccc1 | -1% | 0% | x | 11% | x | -15% | x | x | 6 |
| 43 | COc1cc(CC2C(=O)N(C)C(=O)N(C)C2=O)ccc1OCc1ccccc1 | x | 7% | 3% | -18% | 25% | -3% | -23% | -2% | -1 |
